Tau FP inhib: inhibitors of human tau fibril formation. Potency, µM (series often up to 57.7 µM), without a hit: at the top dose activity, negative = inhibition, most hits filed as inhibitors. actives 0.39% (n = 280,000). AID 1468. K18 P301L tau heparin fibrillization, Alexa594 FP, 6 h; further: potency means the concentration at half of the fitted maximal effect; on the % scale 0 is the no-effect control and ±100 the full control effect; nearly all actives have a fitted effect of over 55% in size
Target sequence (P10636 561-689 P618L limits assumed): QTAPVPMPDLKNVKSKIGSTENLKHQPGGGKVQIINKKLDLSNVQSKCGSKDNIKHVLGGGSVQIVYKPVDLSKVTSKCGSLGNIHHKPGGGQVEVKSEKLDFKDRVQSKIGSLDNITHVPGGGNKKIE
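Read-out: fluorescence polarization of Alexa 594-labeled tau (0.24 uM), 555 nm excitation, 632 nm emission. Mixtures held 15 uM unlabeled K18 P301L, compound and 20 uM heparin, pH 7 acetate buffer, incubated 6 hr at 37 C.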
GLA spleen mod: inhibits or activates alpha-galactosidase in human spleen homogenate. human spleen homogenate, 4MU-alpha-Gal fluorescence, 40 min. Potency, µM (titrated, usually from 80 µM), for the others: at the highest dose activity change, negative = inhibition, hits mostly inhibitors. actives 0.008% (n = 240,000). AID 2107;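 further: potency means the concentration at half of the fitted maximal effect; 0% = enzyme with vehicle and -100% = no enzyme basal signal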
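Inhibition or activation of alpha-galactosidase in human spleen homogenate is scored by 4-MU fluorescence after 40 min at 37C, pH 5.0, with 1 mM substrate. AC50s come from concentration-response fitted to the Hill equation.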
TRb SRC2 PPI: disrupts binding of human TR beta to SRC2; P10828; TRbeta-SRC2 peptide binding, fluorescence polarization; receptor liganded with 1 µM T3; Potency, µM (titrated, usually from 106 µM), for the others: at the top dose activity change, negative = inhibition, hits mostly inhibitors; actives 0.065% (n = 280,000);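 further: potency means the concentration at half of the fitted maximal effect; plate controls were bound peptide for no effect and peptide without receptor for full effect; nearly all actives have a fitted effect of over 50% in size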
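Polarization signal, normalized between peptide-alone and full complex controls, measured compound effects on T3-liganded human TRb LBD (0.6 uM) binding 20 nM Texas Red SRC2 peptide after 5 hr.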
NPSR antagonist: blocks cAMP signaling of the human neuropeptide S receptor; Q6W5P4; CHO-NPSR cells, cAMP TR-FRET, antagonist mode; Potency, µM (top dose mostly 38.3 µM), for inactives: at the top dose activity change, negative = inhibition, most hits filed as inhibitors; actives 1% (n = 220,000); AID 1461; further: potency means the concentration at half of the fitted maximal effect; on the % scale 0 is the no-effect control and ±100 the full control effect; nearly all actives have a fitted effect of over 50% in size; many of its hits are not listed in these tables
TR SRC2 fluor cs: counter-screen for TRb-SRC2 inhibitors: fluorescence interference; TRb/SRC2 Texas Red total fluorescence interference; actives 0.29% (n = 280,000); AID 1479; Potency, µM (titrated, usually from 106 µM), for the others: at the highest dose fluorescence change, negative = quenching; active means well fitted curve in either direction with a large enough effect; inconclusive means small, poorly fitted or top-dose-only effect; further: potency means the concentration at half of the fitted maximal effect; on the % scale 0 is the no-effect control and ±100 the full control effect
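Human TRb ligand-binding domain at 0.6 uM with 20 nM Texas Red SRC2 peptide in Tris buffer containing 1 uM T3 and 5% DMSO, incubated with compound 5 h at ambient temperature. Total fluorescence (555/632 nm) calculated as parallel + 2 × perpendicular.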
CBFb-RUNX1 inh: CBF-beta/RUNX1 interaction disruption | Potency, µM (top dose mostly 59.8 µM), for inactives: at the highest dose activity, negative = inhibition, most hits filed as inhibitors | Q01196+Q13951 | 230,000 tested, under 10 active | AID 1477 | AlphaScreen CBFb-His/RUNX1-biotin binding, biochemical; further: % of control where 0% means no effect
Target sequence (Q01196 whole entry, looked up): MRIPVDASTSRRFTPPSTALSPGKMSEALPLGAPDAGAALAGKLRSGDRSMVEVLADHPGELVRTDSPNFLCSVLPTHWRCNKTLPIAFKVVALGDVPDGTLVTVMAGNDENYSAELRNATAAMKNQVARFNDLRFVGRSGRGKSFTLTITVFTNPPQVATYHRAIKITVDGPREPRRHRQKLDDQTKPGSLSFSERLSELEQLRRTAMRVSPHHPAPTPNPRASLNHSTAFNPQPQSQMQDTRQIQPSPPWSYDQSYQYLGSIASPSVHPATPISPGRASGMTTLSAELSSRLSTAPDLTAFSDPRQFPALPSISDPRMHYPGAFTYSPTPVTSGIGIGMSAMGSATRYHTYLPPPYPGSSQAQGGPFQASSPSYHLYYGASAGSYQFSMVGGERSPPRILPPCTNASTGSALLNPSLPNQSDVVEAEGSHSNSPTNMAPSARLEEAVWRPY
Target sequence (Q13951 whole entry, looked up): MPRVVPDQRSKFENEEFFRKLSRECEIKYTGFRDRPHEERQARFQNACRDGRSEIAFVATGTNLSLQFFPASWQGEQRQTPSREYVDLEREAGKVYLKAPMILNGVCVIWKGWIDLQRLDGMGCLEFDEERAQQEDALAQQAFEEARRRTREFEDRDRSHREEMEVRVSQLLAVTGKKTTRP
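Inhibition was taken as any reduction in AlphaScreen signal from the CBF-beta–RUNX1 pair (His and biotin tags, 30 nM each), measured after compound (15 min) and bead (90 min) incubations at room temperature.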
Tau fluor counter: counter-screen for tau fibril formation inhibitors | tau K18 P301L Alexa594 fluorescence, heparin fibrillization | Potency, µM (highest dose often 57.7 µM), inactives show at the top dose activity change, negative = decrease | actives 0.93% (n = 280,000); further: potency means the concentration at half of the fitted maximal effect; on the % scale 0 is the no-effect control and ±100 the full control effect; nearly all actives have a fitted effect of over 55% in size
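Human tau K18 P301L (15 uM unlabeled, 0.24 uM Alexa 594-labeled) in 100 mM sodium acetate pH 7 with 20 uM heparin, 6 hr at 37 C. ThT 30 uM added, 1 hr ambient; Alexa 594 FP and total fluorescence read at 555/632 nm.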
Epigenetic derep: derepresses silenced GFP reporter in murine cells. AID 1865. Potency, µM (titrated, usually from 53.9 µM), without a hit: at the top dose GFP activation, hits mostly activators. murine LDR cells, GFP reporter derepression, 30 h. actives 0.2% (n = 280,000); further: potency means the concentration at half of the fitted maximal effect; % of control where 0% means no effect; nearly all actives have a fitted effect of over 60% in size
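In this reporter-derepression format, murine cells bearing a silenced integrated CMV-GFP locus incubate with test compound (30 h, 37 C), then are washed and imaged; fluorescent objects of 20–120 um count as induced cells.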
Starred values were filed as active, the others as inactive; ? = inconclusive; . = no result given; & = joins results of further samples; [ ] = dose if it differs, or a comment. Unless noted, the call rests on the fitted dose curve; in most records, active means well fitted curve in the direction sought with a large enough effect; inconclusive means small, poorly fitted or top-dose-only effect, or another doubt; inactive means no such curve, though single readings can be large; an effect the other way counts as inactive or inconclusive. This is a subset. The share of hits here may be higher or lower than overall.

entry | Molecule | Tau FP inhib | GLA spleen mod | TRb SRC2 PPI | NPSR antagonist | TR SRC2 fluor cs | CBFb-RUNX1 inh | Tau fluor counter | Epigenetic derep
1 | CN(C)c1ccc(/C=C/c2cccc[n+]2[O-])cc1 | 2% | 0% | -2% | -3% | 2% | 0% | -4% | -4.1%
2 | Cc1cccc(OCCCC(=O)Nc2nc3ccccc3[nH]2)c1 | 7% | 2% | -1% | -9% | 1% | 16% | 1% | 2.6%
3 | COc1ccc(N=C(N(C)C)P(=O)(N(C)C)N(C)C)cc1 | -8% | 13% | -2% | 19%[46.1 µM] | -10% | 2% | -1% | 0.8%
4 | CN(C)CC/C=C1/c2cc(F)ccc2CSc2ccc(F)cc21 | 0% | -26% | 2% | 5% | -2% | -2% | -3% | -3.0%
5 | CCOC(=O)C(C)(C)Sc1ncnc2nc[nH]c12 | 2% | -2% | 5% | 2%[46.1 µM] | 1% | -3% | 2% | 0.0%
6 | O=C(Nc1nccs1)c1ccc(NC(=O)C2CC=CCC2C(=O)O)cc1 (stereo unspecified) | 2% | 2% | -2% | -2% | -1% | 2% | -1% | -8.2%
7 | CCOc1ccccc1NC(=O)c1c(NC(=O)C(C)Oc2ccc(Cl)cc2)sc2c1CCCCC2 (stereo unspecified) | 0% | . | 2% | . | -7% | . | 1% | -0.8%
8 | Cc1ccc(C)c(NC(=O)CN2C(=O)c3cccnc3Oc3ccc(C)cc32)c1 | 5% | . | 0% | . | -28% | . | -6% | -1.2%
9 | Cc1cccc(NC(=O)C2CCC(CNS(=O)(=O)c3csc(C(N)=O)c3)CC2)c1C (stereo unspecified) | -5% | . | -6% | . | 0% | . | -1% | 1.6%
10 | CS(=O)(=O)Nc1ccccc1C(=O)NC1CC2CCC1C2 (stereo unspecified) | -5% | 10% | -12% | -10%[46.1 µM] | 2% | 0% | 0% | -1.1%
11 | COc1cc(OC)c(N(C)C(=O)Nc2cn(CC(C)C)c(=O)c3ccccc23)cc1Cl | 5% | . | 3% | . | -10% | . | 4% | 0.0%
12 | O=C(NCc1ccccc1)C1CCN(S(=O)(=O)Cc2ccccc2)CC1 | -3% | . | -4% | . | -1% | . | 2% | -0.3%
13 | COC(=O)C(NC(=O)C(CC(C)C)NC(=O)C1CCC(C)CC1)C(C)C (stereo unspecified) | 1% | 0% | -1% | -10%[46.1 µM] | -4% | 0% | -5% | -1.0%
14 | COc1ccc(N2CCN(C(=O)Cn3nnc(-c4ccc(OC)c(OC)c4)n3)CC2)cc1 | 4% | 0% | -17% | -16%[46.1 µM] | 4% | 16% | -2% | -3.5%
15 | COc1ccccc1NC(=O)Cn1cc(C(=O)c2ccco2)c2ccccc21 | -18% | -13% | 5% | -25% | -2% | -7% | ? | -1.9%[10.1 µM]
16 | CC1=[N+]([O-])C(C)(C)N(O)C1(C)C | -8% | -9% | -3% | -15% | -5% | -8% | -1% | -1.3%
17 | COc1ccccc1-n1ncc2c(=O)[nH]c(SCC(=O)Nc3ccc(Cl)cc3)nc21 | -3% | . | 0% | . | -2% | . | -9% | -1.3%
18 | COc1ccc(-c2nc3ccccc3n2OCC(=O)O)cc1 | -4% | -6% | -8% | -3% | 1% | 8% | 1% | -0.5%
19 | COC(=O)C1(Cc2ccccc2)C=C2C(=C(C)C(=O)C2C)CN1 (stereo unspecified) | 4% | 12% | -2% | . | 1% | 21% | -13% | 3.7%
20 | COc1ccc(C2NC(=O)NC(C)=C2C(C)=O)cc1 (stereo unspecified) | 5% | 14% | -23% | 4% | 0% | -8% | 4% | -1.0%
21 | Cc1ccc(-n2ncc(C(=O)Nc3cc(Cl)ccc3Cl)c2C2CCNCC2)cc1 | 13% | -2% | 8% | -4% | -1% | 2% | -6% | -0.5%
22 | Cn1ncc(Br)c1NC(=O)Nc1ccc(OC(F)(F)F)cc1 | -20% | -4% | 2% | -15% | -2% | 8% | -10% | -2.1%
23 | Cc1cccn2cc(-c3ccc4c(c3)NC(=O)CO4)nc12 | 3% | 1% | -5% | -13% | -2% | -1% | -6% | -1.7%
24 | COc1ccc(S(=O)(=O)n2oc(=O)cc2-c2ccccc2)cc1 | 6% | 8% | 0% | -1%[46.1 µM] | 0% | -5% | -13% | 2.8%
25 | NS(=O)(=O)c1cc2c(cc1Cl)NC=NS2(=O)=O | 2%&-7%&0% | 2% | 4% | -2% | -5% | 8% | -4%&-1%&-5% | 0.2%

Brought forward from above: four compounds; new compounds follow.
entry | Molecule | Tau FP inhib | GLA spleen mod | TRb SRC2 PPI | NPSR antagonist | TR SRC2 fluor cs | CBFb-RUNX1 inh | Tau fluor counter | Epigenetic derep
22 | Cn1ncc(Br)c1NC(=O)Nc1ccc(OC(F)(F)F)cc1 | -20% | -4% | 2% | -15% | -2% | 8% | -10% | -2.1%
23 | Cc1cccn2cc(-c3ccc4c(c3)NC(=O)CO4)nc12 | 3% | 1% | -5% | -13% | -2% | -1% | -6% | -1.7%
24 | COc1ccc(S(=O)(=O)n2oc(=O)cc2-c2ccccc2)cc1 | 6% | 8% | 0% | -1%[46.1 µM] | 0% | -5% | -13% | 2.8%
25 | NS(=O)(=O)c1cc2c(cc1Cl)NC=NS2(=O)=O | 2%&-7%&0% | 2% | 4% | -2% | -5% | 8% | -4%&-1%&-5% | 0.2%
26 | COc1ccc(CN(C(=O)c2ccc3c(c2)OCCO3)C(C(=O)NC2CCCCC2)c2ccc3ncccc3c2)cc1 (stereo unspecified) | 0% | 12% | -13% | ? | -1% | 2% | 4% | -0.9%
27 | C=CCSc1nc(Cc2ccc(Cl)cc2)nc2ccccc12 | -1% | -16% | -6% | -9%[46.1 µM] | -3% | 3% | -8% | -2.3%
28 | CC(=O)OC1CC2(C)C(=O)CCC2C2CCc3cc(O)ccc3C12 (stereo unspecified) | 4% | -7% | -16% | -9%[46.1 µM] | -1% | 4% | -11% | -1.1%
29 | Cc1nn2c(N3CCN(C)CC3)cc(C(C)(C)C)nc2c1-c1ccccc1 | 4% | 11% | -2% | ? | 0% | 20% | ? | -1.3%
30 | Cc1cc(OC(=O)c2c(C)cc(O)cc2O)cc(O)c1C(=O)O | 0%&0% | -16%&17% | 8%&4% | . | -4%&-2% | -3%&21% | -13%&-18% | 3.4%&4.0%
31 | Cn1cccc1/C=N/NC(=O)c1sc2cc(Cl)ccc2c1Cl | 8% | 4% | 3% | 6%[46.1 µM] | -2% | -8% | -11% | 0.9%
32 | COc1cc2[nH]c(=O)n(CCCCCC(=O)NCCc3c[nH]c4ccccc34)c(=O)c2cc1OC | 1% | -4% | 4% | -14%[46.1 µM] | -2% | -2% | -28% | 3.2%
33 | c1ccc(COc2ccc(Nc3ncnc4nc[nH]c34)cc2)cc1 | 18% | 6% | 1% | -21%[46.1 µM] | 1% | -8% | 14µM*[quencher] | -0.2%
34 | O=C(C/C=N\OCc1ccc(Cl)cc1Cl)Nc1ccccc1 | -13% | -16% | 4% | -12% | -2% | 11% | ? | 1.9%
35 | Cc1ccc(Nc2c(-c3ccccc3O)nc3cc(C)ccn23)cc1 | ? | . | -1% | . | -2% | . | ? | 0.7%
36 | CC(C)(C)c1ccc(NC(=O)N2CCCN(c3ccc([N+](=O)[O-])cn3)CC2)cc1 | -14% | -1% | 7% | 48% | -1% | 1% | -6% | 1.1%
37 | COc1ccc(CCNC(=O)c2c(O)nc3ccccn3c2=O)cc1OC | -1% | . | -3% | . | -25% | . | -4% | 0.0%
38 | COc1ccc(-c2cccc(NS(=O)(=O)c3cc(C(F)(F)F)ccc3Cl)c2)nn1 | 3% | . | 2% | . | -6% | . | -22% | -0.9%
39 | COc1cc(-c2cc(OC)c3c(C)oc(C)c3c(=O)c2)ccc1OC(=O)c1ccccc1F | -3% | . | -6% | . | 4% | . | -22% | -1.6%
40 | CC1CCCN(C(=S)NCCc2ccccc2)C1 (stereo unspecified) | -5% | -2% | -3% | -6%[46.1 µM] | -1% | -2% | -9% | 2.3%
41 | Cc1cc(OC(=O)c2ccc(S(=O)(=O)N3CCCCC3)cc2)c([N+](=O)[O-])c(=O)[nH]1 | -1% | -6% | -4% | 11% | -1% | 5% | 6% | -0.2%
42 | Cc1ccccc1CN1C2=NCCN2c2ccccc21 | -4% | 2% | -3% | 6%[46.1 µM] | -4% | 0% | -7% | -1.0%
43 | O=C(NCc1ccccc1Cl)c1cccc(NC(=O)c2ccccc2)c1 | ? | -10% | 0% | -8% | 0% | 1% | ? | -0.1%
44 | CC(=O)C(=Cc1cn(-c2ccccc2)nc1-c1ccccc1)C(C)=O | -1% | -3% | 3% | -51% | -2% | 1% | 2% | ?
45 | COc1ccc2c(c1)O/C(=C\c1ccco1)C2=O | -1% | -7% | -8% | -14% | -8% | ? | -14% | -4.0%
46 | CCOc1ccccc1NC(=O)CN1CCN(S(=O)(=O)c2ccc(Br)cc2)CC1 | -5% | . | 5% | . | -7% | . | -11% | 0.8%
47 | COc1cccc(C(=O)NCC(c2ccc(N(C)C)cc2)N2CCc3ccccc32)c1 (stereo unspecified) | -8% | . | 5% | . | -3% | . | ? | -4.7%
48 | CCC(=O)N1c2ccccc2-c2nnc(SC)nc2OC1c1ccc(OC)c(OC)c1 (stereo unspecified) | 6% | -4% | 0% | -9%[46.1 µM] | -2% | -5% | 2% | 0.8%
49 | COCCNc1nnnc2c1sc1nc(N3CCOCC3)c3c(c12)CC(C)(C)OC3 | 4% | 3% | -3% | 11% | -1% | -3% | -12% | -9.4%
50 | Nc1c(Br)cc(Br)c(N2CCCC2=O)c1Br | 2% | 0% | -2% | 1%[46.1 µM] | 1% | -1% | 0% | -0.7%
51 | COc1ccc(C(C)=O)cc1COC(=O)c1cccnc1SC | -5% | -11% | -4% | 9% | -1% | 0% | -8% | 1.3%
52 | CCOC(=O)C1=C(CP(=O)(c2ccccc2)c2ccccc2)NC(=O)NC1c1ccc(Cl)cc1 (stereo unspecified) | 1% | -2% | 4% | -11%[46.1 µM] | -2% | -5% | -3% | -0.9%
53 | Cc1c(C(=O)N/N=C/c2ccc(O)c(Br)c2)sc(N)c1C#N | ? | 17% | 0% | 1% | -8% | -2% | ? | 0.0%
